# GPR55 activation: selective activators of receptor GPR55 – imaging, U2OS cells, beta-arrestin-GFP redistribution, primary screen (AID 1961); U2OS GPR55 beta-arrestin-GFP redistribution imaging; higher % means a stronger effect; activation, % at 10 µM, or EC50 in µM where a hit was titrated; actives 0.048% (n = 290,000);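 active means activation above 40% with more than 50 cells counted in the well; inconclusive means wells holding fewer than 50 cells, flagged as toxic or sparse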;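 further: U2OS osteosarcoma cells stably expressing GPR55 and beta-arrestin-GFP; plate controls were DMSO negative control for no effect and LPI positive control for full effect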
# HIV peptide binding: cell-free HIV fusion peptide-binding blockers – biochemical, uHTS, fluorescence dequenching, primary screen (AID 1986). cell-free peptide binding, fluorescence dequenching, 30 min; higher % means a stronger effect. inhibition, % at 20 µM; hits with a dose series show IC50 in µM. actives 0.3% (n = 290,000); in the data active means inhibition mostly above about 52%, no sharp cut-off; inactive means mostly below about 76%; further: some results filed as inactive read as strong as hits
# KOR beta-arrestin-1: KOR antagonists, beta-arrestin recruitment, cell-based, luminescence, uHTS (AID 1778). one-dose inhibition, % at 10 µM; IC50 in µM for titrated hits. KOR beta-arrestin recruitment, luminescence, antagonist mode; higher % means a stronger effect. actives 0.091% (n = 290,000); further: strong numbers were not always called active
# NOD1 inhibition: inhibition of NOD1-driven NF-kB reporter – cell-based, luminescence, uHTS, primary screen (AID 1578); NOD1-driven NF-kB luciferase reporter cells, luminescence; higher % means a stronger effect; inhibition, % at 4 µM; hits with a dose series show EC50 in µM; actives 1% (n = 290,000); in the data active means inhibition mostly above about 36%, no sharp cut-off; inactive means mostly below about 34%;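 further: HEK-293T reporter cells stimulated with the NOD1 agonist gamma-tri-DAP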
# KOR beta-arrestin-2: KOR agonists, beta-arrestin recruitment, primary screen, cell-based, luminescence, uHTS (AID 1777). KOR beta-arrestin recruitment, luminescence; higher % means a stronger effect. activation, % at 10 µM, or EC50 in µM where a hit was titrated. actives 0.02% (n = 280,000); in the data active means activation above about 50%, passing the limit was not always enough; further: a part of the inactive calls stands beside numbers as strong as those of hits
# MgcRacGAP inhibition: MgcRacGAP GTPase-activating activity inhibitors, confirmation, biochemical, ADP Hunter fluorescence; inhibition, % at 30 µM; hits with a dose series show IC50 in µM; actives 0.6% (n = 340,000); AID 624330; MgcRacGAP-stimulated Rac1 GTP hydrolysis, ADP Hunter fluorescence; higher % means a stronger effect; GST-tagged Rac1 F28L mutant substrate;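 active means first-screen hits whose inhibition reached a set limit at any dose in the follow-up dose series; inconclusive means inhibition above the set first-screen limit but never retested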;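 further: fluorescence reports GDP produced by GAP-driven GTP hydrolysis; strong numbers were not always called active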
# SV40 large T antigen: SV40 large T antigen inhibitors, biochemical (AID 1903); SV40 large T antigen ATPase/helicase inhibition assay; higher % means a stronger effect; inhibition, % at 20 µM, or IC50 in µM where a hit was titrated; actives 0.39% (n = 310,000); in the data active means a potency from the dose series; inconclusive means inhibition mostly from about 32% at the one dose, without a potency; inactive means the rest, 99 in 100 with inhibition below about 32%; further: strong numbers were not always called active
# NOD2 inhibition: NOD2 signaling inhibitors, cell-based, luminescence, uHTS, HEK293 (AID 1566). HEK293 NOD2/NF-kB luciferase reporter, luminescence; higher % means a stronger effect. inhibition, % at 4 µM; hits with a dose series show EC50 in µM. actives 0.63% (n = 290,000); further: many of its hits are not listed in these tables
# GPR55 antagonists: inhibition of LPI-stimulated GPR55 beta-arrestin translocation – imaging, U2OS, beta-arrestin-GFP, LPI agonist, primary screen (AID 2013). U2OS GPR55 beta-arrestin-GFP translocation imaging, LPI antagonism; higher % means a stronger effect. inhibition, % at 10 µM; hits with a dose series show IC50 in µM. actives 0.13% (n = 290,000);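 active means spots per cell inhibited over 60%, with over 100 cells counted and total cytoplasm intensity under 500,000; inconclusive means wells with under 100 cells, flagged as likely toxic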;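 further: U2OS cells stably carrying GPR55 and arrestin-GFP stimulated by 5 µM LPI near EC80; imaged beta-arrestin-GFP aggregate spots per cell after agonist stimulation; plate controls were LPI-stimulated DMSO wells for no effect and DMSO wells without LPI for full effect; some results filed as inactive read as strong as hits; confirmed hits need IC50 under 10 µM and bright autofluorescent wells are also inconclusive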
# Active calls of the source: *; u = inconclusive; x = no result given; [ ] = dose if it differs, or a comment. Unless noted, no stated cut-off is given here; in the data, active means inhibition above about 50%; inactive means the rest.
SMILES,GPR55 activation,HIV peptide binding,KOR beta-arrestin-1,NOD1 inhibition,KOR beta-arrestin-2,MgcRacGAP inhibition,SV40 large T antigen,NOD2 inhibition,GPR55 antagonists
CSc1ccc(C#N)cc1NC(=O)c1ccc(Cl)cc1,-0.1%,-1.5%,-15%,2%,-1.4%,3%,-3%,11%,2%
O=C(N/N=C/c1cccs1)c1n[nH]c2c1CCCC2,-0.3%,-1.1%,-11%,x,3.7%,6%,1%,x,-13%
CCCc1ccc(NS(=O)(=O)c2c(C)oc(C)c2C(=O)OC)cc1,-0.3%,-1.8%,25%,-1%,x,5%,16%,6%,3%
COc1cc(C2C(C(=O)C(C)(C)C)=C(O)C(=O)N2Cc2ccccc2)ccc1O (configuration not stated),-0.1%,1.5%,-31%[20 µM],0%,3.2%,11%,12%,4%,3%
CSc1nc2c(c(=O)[nH]c(=O)n2C)n1Cc1ccccc1Cl,-0.1%,0.1%,-34%,0%,6.3%,11%,9%,12%,3%
Cc1cc(C(=O)Nc2ncn[nH]2)ccc1[N+](=O)[O-],-0.1%,-0.2%,6%,-42%,3.0%,5%,7%,-2%,6%
COC(=O)c1cc(NC(=O)c2c(-c3c(Cl)cccc3Cl)noc2C)ccc1N1CCOCC1,0.0%,-0.8%,-13%,-14%,2.9%,4%,12%,-9%,5%
Cc1cccn2c(=O)c3cc(S(=O)(=O)c4ccc(F)cc4)c(=N)n(Cc4ccco4)c3nc12,-0.1%,17%,-7%,8%,2.6%,7%,15%,19%,1%
CN(C)S(=O)(=O)c1ccc(C(=O)Nc2nnc(-c3ccco3)o2)cc1,0.0%,1.5%,-28%,-21%,3.6%,12%,1%,4%,-10%
CC(C)=CCCC1=CCC(/C=N/NC(N)=O)C(C)C1 (configuration not stated),0.2%,-1.2%,0%,31%,2.4%,4%,12%,3%,-10%
CCCCC(NC(=O)COc1cc2c(c3oc(=O)cc(C)c13)CCC(C)(C)O2)C(=O)O (configuration not stated),-0.3%,1.2%,23%,-9%,-8.2%,6%,11%,7%,1%
COC(=O)CCC(=O)NC(=S)Nc1ccc(S(=O)(=O)N2CCCC2)cc1,0.1%,0.2%,16%,-18%,-3.8%,14%,-2%,4%,8%
Cc1ccccc1OCC(=O)OCC(=O)c1ccc(OC(=O)c2ccccc2)cc1,-0.1%,1.3%,8%,9%,3.6%,1%,-3%,2%,19%
COc1ccc(NC(=O)N/C=C/c2ccc(Cl)cc2)cc1,-0.1%,-1.1%,41%,-17%,-5.1%,3%,3%,8%,0%
Cc1ccc(S(=O)(=O)N2CCN(C(=O)CN3CCOCC3)C2c2ccccc2)cc1 (configuration not stated),-0.1%,-1.2%,6%,1%,5.2%,1%,7%,-10%,6%
Cc1ccc(C2=NC(C(F)(F)F)(C(F)(F)F)c3c(n(-c4ccc(F)cc4)c(=O)[nH]c3=O)N2)cc1,-0.3%,1.6%,-74%,40%,14%,5%,1%,26%,8%
COc1ccc2c(c1OC)C(=O)N1c3cccc(Cl)c3C(=O)OC21 (configuration not stated),-0.1%,0.8%,-2%,-5%,-2.4%,6%,8%,21%,-4%
Cc1onc(C(=O)NN)c1C(=O)Nc1ncc(C(F)(F)F)cc1Cl,0.5%,-0.2%,-23%,-8%,-1.9%,2%,10%,20%,1%
Cc1ccc2c(c1)nnn2C1CCN(S(C)(=O)=O)CC1,-0.2%,3.8%,12%,2%,4.1%,2%,-1%,6%,2%
CCCn1c(-c2cccc([N+](=O)[O-])c2)nc2c1c(=O)[nH]c(=O)n2Cc1ccccc1,0.5%,-3.4%,0%,5%,-0.8%,3%,10%,5%,9%
CCSc1nnc2c(n1)OC=Nc1ccc(Br)cc1-2,-0.1%,3.7%,23%,-23%,0.9%,13%,8%,19%,14%
O=C(NNC(=O)c1cccs1)c1ccc(Br)cc1,-0.3%,-0.2%,-20%,-33%,-0.5%,7%,8%,-14%,7%
O=C(CN(C(=O)CNC(=O)c1ccco1)c1ccc2c(c1)OCCO2)NC1CCCC1,0.2%,-0.6%,11%[20 µM],-35%,x,10%,21%,-9%,6%
CN(C)CCCNCCCNC(=O)c1ccccn1,-0.3%,0.0%,17%,0%,x,6%,-8%,-2%,4%
O=C(CCSc1ccc(Cl)cc1)N1CCN(c2ccc(O)cc2)CC1,-0.1%,-3.9%,5%,-13%,2.5%,u,6.7µM*,-70%,-4%

# An excerpt from above in order of count of non-hydrogen atoms, low to high:
SMILES,GPR55 activation,HIV peptide binding,KOR beta-arrestin-1,NOD1 inhibition,KOR beta-arrestin-2,MgcRacGAP inhibition,SV40 large T antigen,NOD2 inhibition,GPR55 antagonists
Cc1cc(C(=O)Nc2ncn[nH]2)ccc1[N+](=O)[O-],-0.1%,-0.2%,6%,-42%,3.0%,5%,7%,-2%,6%
CN(C)CCCNCCCNC(=O)c1ccccn1,-0.3%,0.0%,17%,0%,x,6%,-8%,-2%,4%
Cc1ccc2c(c1)nnn2C1CCN(S(C)(=O)=O)CC1,-0.2%,3.8%,12%,2%,4.1%,2%,-1%,6%,2%
COc1ccc(NC(=O)N/C=C/c2ccc(Cl)cc2)cc1,-0.1%,-1.1%,41%,-17%,-5.1%,3%,3%,8%,0%
CCCc1ccc(NS(=O)(=O)c2c(C)oc(C)c2C(=O)OC)cc1,-0.3%,-1.8%,25%,-1%,x,5%,16%,6%,3%
O=C(CCSc1ccc(Cl)cc1)N1CCN(c2ccc(O)cc2)CC1,-0.1%,-3.9%,5%,-13%,2.5%,u,6.7µM*,-70%,-4%
COc1cc(C2C(C(=O)C(C)(C)C)=C(O)C(=O)N2Cc2ccccc2)ccc1O (configuration not stated),-0.1%,1.5%,-31%[20 µM],0%,3.2%,11%,12%,4%,3%
Cc1ccccc1OCC(=O)OCC(=O)c1ccc(OC(=O)c2ccccc2)cc1,-0.1%,1.3%,8%,9%,3.6%,1%,-3%,2%,19%

# (more compounds)
SMILES,GPR55 activation,HIV peptide binding,KOR beta-arrestin-1,NOD1 inhibition,KOR beta-arrestin-2,MgcRacGAP inhibition,SV40 large T antigen,NOD2 inhibition,GPR55 antagonists
O=[N+]([O-])c1ccccc1S(=O)(=O)N1CCN(Cc2ccccc2)CC1,1.4%,-0.4%,0%[20 µM],9%,-3.9%,-9%,10%,-2%,10%
CCN(CC)CCN(C(=O)C1=COCCO1)c1nc2c(OC)ccc(OC)c2s1,-0.1%,-1.4%,-2%,-27%,-0.5%,17%,4%,14%,5%
Cc1ccn2c(NC(=O)C(C)(C)Oc3ccc(Cl)cc3)c(-c3cccs3)nc2c1,-0.3%,-0.7%,-5%,-9%,1.1%,3%,4%,1%,16%
Cc1ccc2[nH]c(C(=O)N3CCCC(Nc4ccc(F)cc4)C3)cc2c1 (configuration not stated),-0.1%,0.5%,-23%,24%,5.0%,13%,12%,8%,-12%
Cc1[nH]c2ccccc2c1/C=C/c1nc2ccccc2c(=O)n1-c1cccc([N+](=O)[O-])c1,0.4%,-0.6%,17%,-31%,-1.2%,2%,9%,2%,-7%
C#CCOCCOCCOCCNc1nc(N2CCN(C(=O)[C@H](C)n3cc(CCCN=C(N)N)nn3)CC2)nc(N2CCN(C(=O)[C@H](CCCCN)n3cc(CCCC)nn3)CC2)n1,-0.3%,-0.7%,-17%,-24%,1.7%,x,-3%,6%,6%
CCCC(=O)Nc1cnc(NC(=O)c2cccc(F)c2)cc1C,0.4%,1.0%,21%,-13%,-2.0%,4%,5%,-58%,6%
c1ccc(-n2c(Cc3cn4ccsc4n3)nnc2N2CCOCC2)cc1,0.1%,0.9%,28%,3%,-5.1%,9%,9%,16%,1%
CCOC(=O)N1CCN(C(=O)CS(=O)(=O)c2cn(Cc3cccc(F)c3)c3ccccc23)CC1,0.6%,-0.3%,6%,-19%,8.5%,4%,3%,1%,-3%
O=C(Nc1ccccc1)Nc1nnc(SCc2ccc(Cl)cc2)s1,0.7%,2.3%,-2%,-10%,2.2%,7%,7%,27%,16%
COc1ccc(-n2c(N)c(-c3nc4ccccc4n3C)sc2=S)cc1,-0.1%,2.5%,8%,-31%,1.1%,14%,21%,-10%,-9%
Cc1cc(C)c(C#N)c(SCC(=O)c2cccs2)n1,-0.2%,11%,-5%,-63%,-5.2%,-9%,11%,-45%,11%
CCc1nn(-c2ccccc2)c(=S)c2ccccc12,-0.1%,0.4%,-28%[20 µM],-24%,-1.0%,13%,18%,16%,8%
CSCCC(NC(=O)c1ccccc1)C(=O)N(C)CC(=O)Nc1ccc(N2CCOCC2)cc1 (configuration not stated),0.0%,-1.3%,0%,-27%,-1.4%,6%,12%,15%,9%
CC(C)Cc1nnc(NS(=O)(=O)Cc2ccccc2)s1,0.2%,-0.4%,7%,-12%,-3.7%,10%,18%,3%,-17%
O=C(C1=C[C@@H](c2ccc(Br)cc2)C[C@@H](OCCCCO)O1)N1CCN(Cc2ccc3c(c2)OCO3)CC1,-0.2%,-0.8%,-1%,-2%,-1.4%,2%,8%,-25%,0%
COc1ccc(OC)c(N(CC(=O)Nc2ccccc2)S(C)(=O)=O)c1,-0.1%,-2.1%,-9%,-1%,-1.7%,5%,13%,13%,21%
CN(C)Cc1c(O)ccc2c(=O)c(-c3ccccc3)c(C(F)(F)F)oc12,0.2%,-0.6%,29%,-26%,-7.7%,9%,3%,-6%,-2%
Cc1ccc(-c2nnn(CC(=O)N(CC(=O)NC3CCCC3)c3cccc(F)c3)n2)o1,0.3%,1.0%,-21%,-24%,-2.3%,6%,5%,2%,-12%
O=C(CSc1ccc(F)cc1)NC12CC3CC(CC(C3)C1)C2,-0.1%,0.5%,10%[20 µM],-27%,-3.1%,5%,-10%,-5%,-6%
C=CCc1c(C)nc(SCC(N)=O)[nH]c1=O,0.0%,-2.4%,-26%,-10%,-1.5%,5%,3%,6%,6%
CC(Oc1ccc(Cl)cc1Cl)c1ccnc2nc(N3CCOCC3)nn12 (configuration not stated),0.2%,0.0%,6%[20 µM],-13%,4.1%,8%,6%,18%,-15%
CCOC(=O)N1CCN(C(=O)CSc2nc3c(cnn3-c3ccc(Cl)cc3)c(=O)[nH]2)CC1,-0.1%,5.9%,-13%,-33%,2.3%,2%,7%,9%,5%
O=C(Nc1ccc(F)cc1)c1ccc(-n2ccnc2)nc1,-0.1%,1.1%,10%,-2%,0.5%,6%,2%,8%,17%
O=C(NCCN1CCCC1)C1CCC(=O)N(CCCN2CCOCC2)C1 (configuration not stated),0.0%,2.1%,-2%,-25%,-1.2%,11%,2%,0%,6%
COc1cccc(CN(C)C(=O)CC2C(=O)NCCN2C2Cc3ccccc3C2)c1 (configuration not stated),0.0%,-0.6%,5%,-14%,5.2%,7%,13%,3%,21%

# The list is partial; count on the stated rates, not on these rows.
